High-throughput results: PubChem, National Center for Advancing Translational Sciences (NCATS)
GALK inh = galactokinase (human) inhibition; hit rate 0.007% among 270,000; Purified GALK, Kinase-Glo residual ATP luminescence; Potency, µM (highest dose often 57.5 µM), inactives show at the top dose activity change, negative = inhibition, actives largely listed as inhibitors; note: potency is the fitted concentration of half-maximal effect
Target sequence (P51570 whole entry, looked up): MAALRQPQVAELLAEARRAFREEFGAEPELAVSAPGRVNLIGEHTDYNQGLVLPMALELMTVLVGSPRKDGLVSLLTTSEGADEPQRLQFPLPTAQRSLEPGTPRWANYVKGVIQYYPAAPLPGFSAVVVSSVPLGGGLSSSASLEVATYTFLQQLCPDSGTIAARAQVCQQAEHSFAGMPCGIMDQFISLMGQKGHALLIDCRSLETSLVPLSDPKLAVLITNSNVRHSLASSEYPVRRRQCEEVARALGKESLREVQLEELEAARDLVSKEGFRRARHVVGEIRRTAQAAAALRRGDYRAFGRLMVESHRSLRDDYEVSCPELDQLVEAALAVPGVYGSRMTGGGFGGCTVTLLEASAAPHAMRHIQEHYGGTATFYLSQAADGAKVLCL
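Kinase-Glo Plus luminescence measured ATP left after a 1 h room-temperature reaction. The reaction used 5 nM GALK, 100 uM galactose and 35 uM ATP at pH 8.0 (20 mM HEPES, 5 mM MgCl2, 60 mM NaCl, 1 mM DTT, 0.01% BSA).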
KCNH2 3.1 block = inhibitors of human KCNH2 3.1 potassium channel isoform. U2OS KCNH2 3.1, thallium flux FluxOr; stronger effect = lower value. activity change, % (tested at about 1.8 µM). hit rate 0.95% among 340,000;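 active = maximum activity change below -70%; inconclusive = maximum activity change from -70% to -50%; inactive = maximum activity change above -50%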;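 note: thallium influx rate constant from kinetic fluorescence after stimulation buffer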
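Channel expression came from 3.1 mutant virus (1.77 x 10^8 /mL) applied to suspended U2OS cells for 4 h. Flux was tracked with FluxOr dye plus Red40 quencher, and kinetic rate constants normalized to controls.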
uPA surface inh = blocks generation of uPA at the cell surface. cell surface uPA generation assay, qHTS. Potency, µM (titrated, usually from 38.3 µM), inactives show top-dose activity change, negative = inhibition, hits mostly inhibitors. hit rate 0.31% among 330,000; active = well fitted inhibition curve with a large enough effect; inconclusive = small, poorly fitted or top-dose-only effect; inactive = no such curve, though single readings can be large or run the other way; tested in mouse RAW 264.7 cells; note: potency is the fitted concentration of half-maximal effect; nearly all actives have a fitted effect of over 55% in size
PKM2 act = PKM2 (human) enzyme activation. purified PKM2, Kinase-Glo ATP luminescence, activation; response scale: 0% is enzyme alone, no compound. Potency, µM (series often up to 57.5 µM), without a hit: top-dose activation, most hits filed as activators. AID 1631. hit rate 0.34% among 260,000; note: potency is the fitted concentration of half-maximal effect; nearly all actives have a fitted effect of over 55% in size
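Purified hPK-M2 (>95%) run at intermediate activity with 0.1 mM ADP and 0.5 mM PEP in 50 mM imidazole pH 7.2, KCl, MgCl2; 1 h room temperature. ATP formed read by Kinase-Glo luminescence; normalized to uninhibited and no-enzyme controls.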
USP2a block = USP2a (human) protease inhibition; O75604; USP2 core, Ub-CHOP2 coupled fluorogenic reporter, 485/531; Potency, µM (series often up to 38.3 µM), without a hit: at the highest dose activity change, negative = inhibition, hits mostly inhibitors; hit rate 0.01% among 330,000;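 note: potency is the fitted concentration of half-maximal effect; plate controls were DMSO wells for no effect and full inhibition by NEM control for full effect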
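Cell-free coupled assay: 10nM USP2 core preincubated 30min RT with compound in Tris-HCl pH 8.0/CaCl2/CHAPS buffer, then 25nM Ub-CHOP2 and 25nM reporter substrate; fluorescence (Ex 485/Em 531) read after 60min RT, normalized to NEM inhibition, concentration-response curves fitted.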
KCNH2 WT inh = blocks the wildtype human KCNH2 potassium channel. hit rate 0.37% among 340,000. AID 720551. U2OS, BacMam KCNH2, thallium flux FluxOr; stronger effect = lower value. activity change, % at 1.84 µM. Q12809;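 active = maximum activity change below -70%; inconclusive = maximum activity change between -70% and -50%; inactive = maximum activity change above -50%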
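U2OS cells transduced with wild-type KCNH2 virus are loaded with FluxOr dye for 45 min, and thallium flux is measured in kinetic reads before and after stimulation buffer. Rate constants are normalized to DMSO controls.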
BCR signal inh = chronic active BCR signaling inhibition. ABC-DLBCL IkBa-CBG/CBR reporter, luminescence ratio, 4 h. Potency, µM (highest dose often 46.1 µM), inactives show at the highest dose ratio change, negative = lower green/red ratio, hits mostly inhibitors. hit rate 0.05% among 340,000. AID 493014; active = well fitted inhibition curve with a large enough effect in the signal ratio, with a control signal flat, not every such curve was filed as active; inconclusive = small, poorly fitted or top-dose-only effect, or effect the other way, or a change in a side signal; the % refers to the signal ratio;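 note: potency is the fitted concentration of half-maximal effect; plate controls were basal doxycycline-induced cells for no effect and cells given 10 µM MG132 for full effect; MG132 reads +100%, hits lower the ratio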
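TMD8 human ABC-DLBCL cells with doxycycline-inducible IκBα–green luciferase fusion and unfused red luciferase, in 0.5% FBS medium; compounds up to 46 uM, 4 h at 37C. Green/red luminescence ratio, filter-overlap corrected, fitted to concentration-response curves.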
Eya2 inh = Eya2 (human) phosphatase inhibition. hit rate 0.006% among 330,000. recombinant Eya2, OMFP fluorescence dephosphorylation (OMFP is methylfluorescein phosphate). Potency, µM (top dose mostly 76.9 µM), inactives show at the top dose activity, negative = inhibition, hits mostly inhibitors; note: potency is the fitted concentration of half-maximal effect
Target sequence (O00167 whole entry, looked up): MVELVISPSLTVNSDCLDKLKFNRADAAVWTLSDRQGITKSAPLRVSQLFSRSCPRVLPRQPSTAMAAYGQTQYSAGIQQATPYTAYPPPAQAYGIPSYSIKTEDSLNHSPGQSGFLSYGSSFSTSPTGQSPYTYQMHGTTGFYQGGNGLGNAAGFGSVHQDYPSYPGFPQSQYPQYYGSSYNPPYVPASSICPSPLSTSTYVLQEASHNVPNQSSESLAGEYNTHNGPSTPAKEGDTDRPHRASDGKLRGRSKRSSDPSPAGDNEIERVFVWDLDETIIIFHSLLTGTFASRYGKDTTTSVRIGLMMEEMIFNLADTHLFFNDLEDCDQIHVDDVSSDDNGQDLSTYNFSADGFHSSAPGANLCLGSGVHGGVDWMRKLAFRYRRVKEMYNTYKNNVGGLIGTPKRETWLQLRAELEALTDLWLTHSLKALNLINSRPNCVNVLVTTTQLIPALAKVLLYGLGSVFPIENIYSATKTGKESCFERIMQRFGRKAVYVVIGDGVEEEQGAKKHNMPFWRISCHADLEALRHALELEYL
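Eya2 protein (added as 0.2 uM solution) was preincubated with compound for 10 min at ambient temperature in 50 mM HEPES pH 7.5, 50 mM NaCl, 5 uM MgCl2, 0.05% BSA, 1 mM DTT. OMFP (added at 50 uM) then reacted 10 min; fluorescence read at 485/525 nm.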
B2AR arrestin = beta2AR (human) beta-arrestin recruitment activity. P07550. beta-arrestin recruitment to beta2AR, cell-based reporter. Potency, µM (highest dose often 46.1 µM), without a hit: top-dose activation, usual class: activators. hit rate 0.02% among 330,000. AID 492947;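 note: potency is the fitted concentration of half-maximal effect; 0% = DMSO controls and full agonism = EC100 isoproterenol or metaproterenol; nearly all actives have a fitted effect of over 65% in size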
FBPA coupling cs = inhibits coupling enzyme system, counter-screen for aldolase hits | coupling enzyme system counterscreen, AmpLite Red fluorescence | activity change, negative = inhibition, % at 58.2 µM, hits read low | hit rate 0.67% among 290,000; in the data active = activity change below about -30%
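Activity here indicates interference with the coupling reaction, not aldolase inhibition. Compounds at 57.5 uM final met coupling enzymes for 10 min at RT; substrate and AmpLite Red detection followed, with a 525/598 nm fluorescence read after 20 min.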
Giardia killer = Giardia lamblia killing. Giardia lamblia trophozoite viability. activity change, % at 7.66 µM, hits read low. hit rate 0.15% among 340,000; in the data active = activity change below about -80%; inconclusive = between about -30% and that limit;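 note: parasites exposed to compound for two days anaerobically before the ATP read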
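Killing of trophozoites was scored by loss of ATP luminescence after a 48 hrs anaerobic exposure to compounds at 37 deg C, using 100 cells per well.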
* = called active by the depositor; ? = inconclusive; . = no result given; [ ] = another dose, or the depositor's remark. Unless noted, calls come from the whole dose curve; as a rule, active = well fitted curve in the direction sought with a large enough effect; inconclusive = small, poorly fitted or top-dose-only effect, or another doubt; inactive = no such curve, though single readings can be large; an effect the other way counts as inactive or inconclusive. Unless noted, % is set by controls: 0 for no effect and ±100 for the full control effect.

Below each SMILES: GALK inh	KCNH2 3.1 block	uPA surface inh	PKM2 act	USP2a block	KCNH2 WT inh	BCR signal inh	Eya2 inh	B2AR arrestin	FBPA coupling cs	Giardia killer
> COc1ccc(C)cc1NC(=O)c1ccc(NS(=O)(=O)c2c(C)noc2C)cc1
    0%	7	-4%	2%	1%	-4	14%	3%	-0.9%	3	26
> CN(CC(=O)Nc1ccc(Cl)cc1F)C1=NS(=O)(=O)c2ccccc21
    .	4	2%	.	-5%	1	-11%	2%	0.0%	.	2
> Cc1ccc(SC(c2ccc(C)cc2)C(Cn2cncn2)C(=O)c2ccccc2)cc1 (configuration not stated)
    1%	-10	-8%	3%	0%	4	?	1%	0.4%	-1	3
> Cc1cccc(NC(=O)Cn2c(/C=C/c3ccccc3)nc3ccccc32)c1
    1%	-18	-2%	-1%	-3%	1	-16%	8%	0.4%	-2	-18
> Cc1cccc(C2NS(=O)(=O)N=C2N)c1 (configuration not stated)
    4%	-16	4%	8%	3%	2	4%	11%	0.4%	0	4
> COc1ccc(NCC(=O)N/N=C2\CCCC(C)C2)cc1 (configuration not stated)
    -1%	1	0%	1%	-12%	-8	0%	-6%	-0.9%	0	-17
> CC1CN(C(=O)c2ccc(Cl)c(S(=O)(=O)NCc3ccco3)c2)CC(C)O1 (configuration not stated)
    .	-15	3%	.	2%	1	0%	-12%	0.5%	.	26
> CCC(=O)Nc1cccc(NC(=O)CN2CCN(c3ccccc3OC)CC2)c1
    2%	3	1%	0%	0%	0	-3%	-10%	0.3%	0	-1
> COc1cccc(CN(C)C(=O)CCN(c2ccccc2)S(=O)(=O)c2ccc(C)cc2)c1OC
    .	-2	-3%	.	2%	-2	?	-6%	0.0%	.	-12
> O=C(OCC(=O)N1CCOCC1)c1cccc(S(=O)(=O)N2CCCc3ccccc32)c1
    -1%	13	1%	-5%	-2%	-15	-12%	-2%	0.3%	0	1
> O=C(CCc1nnc2ccc(N3CCOCC3)nn12)Nc1ccc(F)cc1F
    -4%	17	7%	.	0%	-3	2%	3%	-0.2%	-2	-6
> CC(=O)Nc1ncnc2c1c(-c1ccc(Cl)cc1)nn2C(C)(C)C
    -2%	13	-6%	-5%	-9%	8	?	-8%	-0.3%	-2	9
> COc1ccc(CCN2C(=O)c3[nH]nc(-c4ccccc4O)c3C2c2ccccc2)cc1OC (configuration not stated)
    1%	4	-9%	-1%	-1%	1	-5%	5%	-0.1%	1	3
> COc1ccc(OC)c(S(=O)(=O)NCC(c2ccco2)N2CCc3ccccc3C2)c1 (configuration not stated)
    .	-8	-12%	.	-1%	-23	6%	-5%	-0.3%	.	-9
> O=C(NCc1cccc(Cl)c1)c1cccnc1
    -1%	-4	.	5%	1%	4	-1%	13%	-0.1%	3	-12
> Cc1cc(C)c(C(=O)OCC(=O)Nc2cccc(S(=O)(=O)N3CCCCC3)c2)c(C)c1
    .	-12	8.9µM*	.	-2%	6	-20%	-15%	0.1%	.	17
> CCCS(=O)(=O)N1CCN(Cc2c[nH]c3ccccc23)CC1
    -1%	2	-4%	-1%	2%	6	3%	6%	-1.2%	1	2
> CCc1nnc(NC(=O)CCC(=O)N2CCN(S(=O)(=O)c3cc(Cl)ccc3OC)CC2)s1
    -4%	-1	1%	.	3%	9	3%	-4%	-1.0%	.	-29
> O=C(CCCN1CCOC(c2ccccc2)C1)c1ccc(F)cc1 (configuration not stated)
    -6%	?	-22%	-6%[11.5 µM]	-1%	35	-1%	1%	-0.3%	3	-9
> COC(=O)c1ccc2c(=O)n(Cc3ccc(C(=O)NCCCN4CCC(C)CC4)cc3)c(=S)[nH]c2c1
    -2%	-11	-3%	-2%	1%	-2	?	-4%	0.0%	0	56[activator]

Complete entries as entered above. Screens in order: GALK inh, KCNH2 3.1 block, uPA surface inh, PKM2 act, USP2a block, KCNH2 WT inh, BCR signal inh, Eya2 inh, B2AR arrestin, FBPA coupling cs, Giardia killer
Cc1cccc(NC(=O)Cn2c(/C=C/c3ccccc3)nc3ccccc32)c1 reads 1%, -18, -2%, -1%, -3%, 1, -16%, 8%, 0.4%, -2, -18
COc1ccc(CCN2C(=O)c3[nH]nc(-c4ccccc4O)c3C2c2ccccc2)cc1OC (configuration not stated) reads 1%, 4, -9%, -1%, -1%, 1, -5%, 5%, -0.1%, 1, 3

(cont.)
Below each SMILES: GALK inh	KCNH2 3.1 block	uPA surface inh	PKM2 act	USP2a block	KCNH2 WT inh	BCR signal inh	Eya2 inh	B2AR arrestin	FBPA coupling cs	Giardia killer
> COc1ccc(NC(=O)COc2coc(CN3c4ccccc4CC3C)cc2=O)cc1 (configuration not stated)
    .	0	0%	.	1%	3	9%	8%	0.2%	.	-1
> CC(C)CC(=O)NC(Nc1ccc([N+](=O)[O-])cc1)C(Cl)(Cl)Cl (configuration not stated)
    0%	21	-5%	-3%	4%	9	5%	-1%	-1.9%	1	-2
> Cc1ccc(Cn2ncc3c(N4CCN(CCc5ccccc5)CC4)ncnc32)cc1
    -3%	-25	5%	-3%	-5%	10	-4%	4%	0.0%	1	-6
> COc1ccc(CN2CCNC(=O)C2CC(=O)NCCCn2nnc3ccccc32)cc1C (configuration not stated)
    0%	-11	-1%	.	0%	13	0%	-2%	0.0%	.	-11
> COc1ccc2c(c1)CCc1c(C(=O)Nc3c(C)nn(Cc4ccccc4)c3C)noc1-2
    0%	-71*	4%	-4%	1%	-6	-12%	3%	-0.2%	-2	-5
> CC(C)n1nnnc1SCC(=O)Nc1cccc(F)c1
    14%	3	-3%	-4%	2%	-11	-12%	-1%	3.2%	-1	-4
> O=S(=O)(Nc1ccc(-c2cn3ccsc3n2)cc1)c1ccc2c(c1)OCCO2
    -2%	-5	-3%	11%	1%	-5	-10%	6%	0.6%	3	-5
> COCC(C)NCC(=O)NC(C)CCc1ccccc1 (configuration not stated)
    0%	5	6%	1%	6%	-1	4%	0%	0.4%	-3	0
> COc1ccc(N2CCN(C(=O)COC(=O)c3cnccn3)CC2)cc1
    .	1	-6%	.	2%	-3	?	13%	0.2%	.	-5
> Cc1csc(SCC(=O)NCCc2ccc(Cl)cc2)n1
    1%	0	2%	3%	-1%	-2	-2%	-3%	0.1%	2	6
> COCCn1nnnc1C(c1ccc(OC)cc1)N1CCC(C)CC1 (configuration not stated)
    4%	-17	1%	1%	3%	-20	2%	-14%	-0.1%	-1	3
> O=C(Nc1ncc(Cc2ccccc2Cl)s1)c1ccc([N+](=O)[O-])cc1
    1%	?	8%	-5%	7%	-8	2%	-3%	-1.3%	4	-28
> O=C1NCC2=C1C(c1ccccc1)Nc1ccccc1N2 (configuration not stated)
    0%	6	10%	4%	-1%	2	?	14%	4.1%	-41*	2
> CN(CC(=O)NCCc1ccccn1)S(=O)(=O)c1ccc(Cl)cc1
    0%	19	4%	-5%	4%	5	1%	6%	0.2%	4	7
> Cc1ccc(S(=O)(=O)Nc2c(C)nn(C)c2C)c(C)c1
    .	-2	6%	.	2%	-13	0%	0%	-0.2%	.	0
> Cc1cc(C)c2c(N)c(C(=O)NC3CCCC3)sc2n1
    -2%	6	3%	-3%	1%	-5	?	-8%	0.2%	-6	-6
> CCNc1nc(NC(C)C)nc(SCCOC(=O)c2ccccc2)n1
    .	7	-13%	0%	-1%	-2	-11%	-4%	-0.2%	2	5
> O=C(CCOc1ccccc1)Nc1ccc([N+](=O)[O-])cc1
    11%	.	4%	-4%	1%	-9	?	13%	0.1%	0	10
> COc1cc(/C=N/NC(=O)Cc2csc(N3CCOCC3)n2)cc(OC)c1O
    0%	-6	?	22%	3%	.	-1%	20%	-0.1%	-6	-21
> CC(C)CCNc1nc(N)c([N+](=O)[O-])c(NCCO)n1
    1%	6	1%	6%	-1%	7	1%	4%	-0.3%	3	10
> O=C(Nn1c(C2CCCCC2)nc2ccccc2c1=O)c1ccc([N+](=O)[O-])cc1Cl
    1%	-1	-1%	-1%	5%	5	0%	12%	-1.2%	2	5
> O=C(NN1C(=O)C2C3C=CC(C4CC34)C2C1=O)c1cccc(Cl)c1 (configuration not stated)
    1%	-28	1%	-1%	0%	-8	-9%	2%	-1.0%	1	-2

3 of the entries above in order of their number in B2AR arrestin, highest first.
smiles | B2AR arrestin
CC1CN(C(=O)c2ccc(Cl)c(S(=O)(=O)NCc3ccco3)c2)CC(C)O1 (configuration not stated) | 0.5%
CC(=O)Nc1ncnc2c1c(-c1ccc(Cl)cc1)nn2C(C)(C)C | -0.3%
COc1ccc(NCC(=O)N/N=C2\CCCC(C)C2)cc1 (configuration not stated) | -0.9%

Outcome played no part in choosing rows; 2.4% or so of the library scored in one or more.
